High-throughput results (PubChem)
RAD54 branch – RAD54 (human) branch migration inhibition. Q92698. RAD54 Holliday junction branch migration, FAM/BHQ fluorescence. inhibition, % at 10.4 µM. actives 0.14% (n = 360,000). AID 602329;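 active means mean normalized replicate activity at least 40 and at least half of replicates scoring 40 or more; inconclusive means only one of the two criteria met; inactive means mean below 40 and under half of replicates reaching 40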;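 further: 0% = median of neutral control wells and 100% = median of positive control wells; inhibitors cause a drop in the FAM fluorescence signal; in these data hits start at about 50%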
PglD DTNB – inhibitors of Campylobacter jejuni PglD acetyltransferase | purified PglD enzyme, DTNB colorimetric CoA detection | AID 602405 | actives 0.098% (n = 360,000) | inhibition, % at 12.5 µM; in the data active means inhibition above about 16%, passing the limit was not always enough; inconclusive means no clear call, values can overlap the other calls; further: strong numbers were not always called active
CASP6 VEID inh – caspase-6 (human) enzyme inhibition; P55212; purified caspase-6, Z-VEID-R110 cleavage fluorescence; inhibition, % at 12.5 µM; actives 0.53% (n = 350,000); AID 686996;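 active means mean inhibition across replicates at least about 35%, with every replicate also reaching that limit, limit read from the data; inconclusive means only one of the two criteria met; inactive means neither criterion met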;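 further: 0% = median of neutral control wells and 100% = no fluorescence left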
ARNT TACC3 PPI – disrupts binding between human ARNT and TACC3 | inhibition, % at 9.99 µM | Q9Y6A5 | AlphaScreen His-ARNT PAS-B/GST-TACC3 binding, luminescence; TACC3 fragment carries E629A point mutation | actives 0.66% (n = 390,000) | AID 623870;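 active means mean inhibition of replicates at least 50% and at least half of replicates each reaching 50%; inconclusive means half or more replicates reach 50% but mean below 50%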;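 further: 0% = complete ARNT plus TACC3 wells and 100% = ARNT alone without TACC3; many hits fall short of the cut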
E-sel inducer – E-selectin induction on HUVECs; AID 686992; activation, % at 7.58 µM; actives 0.37% (n = 260,000); P16581; HUVEC E-selectin immunofluorescence imaging; normalized: neutral wells 0, TNF-alpha wells 100;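 active means mean E-selectin-positive cell signal at least 10% of the positive control, reached in at least 60% of replicates, without over 20% cell loss; inconclusive means no rule given, readout overlaps actives, possibly toxicity-flagged; inactive means the rest, including those meeting only one limit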;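 further: in these data hits start at about 27%; measured in HUVEC primary endothelial cells; signal is the percent of cells scored E-selectin positive by PE staining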
Target sequence (P16581 whole entry, looked up): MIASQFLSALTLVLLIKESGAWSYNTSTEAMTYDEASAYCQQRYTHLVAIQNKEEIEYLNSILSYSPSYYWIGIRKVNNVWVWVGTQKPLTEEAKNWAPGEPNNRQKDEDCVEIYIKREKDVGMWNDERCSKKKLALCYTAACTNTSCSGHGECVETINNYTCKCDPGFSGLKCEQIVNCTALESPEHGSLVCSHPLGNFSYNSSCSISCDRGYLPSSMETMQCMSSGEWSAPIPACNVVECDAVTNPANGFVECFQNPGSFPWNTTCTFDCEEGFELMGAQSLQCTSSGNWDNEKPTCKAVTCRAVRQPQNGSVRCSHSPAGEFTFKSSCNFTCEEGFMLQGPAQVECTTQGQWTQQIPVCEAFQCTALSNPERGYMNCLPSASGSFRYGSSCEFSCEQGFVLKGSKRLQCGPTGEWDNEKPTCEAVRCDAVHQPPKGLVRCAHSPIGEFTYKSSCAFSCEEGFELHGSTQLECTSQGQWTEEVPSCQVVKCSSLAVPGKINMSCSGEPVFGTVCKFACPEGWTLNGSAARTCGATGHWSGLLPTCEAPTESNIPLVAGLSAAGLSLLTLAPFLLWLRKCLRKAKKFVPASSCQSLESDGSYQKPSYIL
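System: HUVEC / Compound: single concentration / Signal: immunofluorescence imaging / Read-out: percent E-selectin-positive cells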
ERp5 inh – ERp5 (human) disulfide isomerase inhibition | Q15084 | ERp5 insulin aggregation, absorbance 650 nm, 90 min | inhibition, % at 9.99 µM | actives 0.05% (n = 350,000);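 active means mean replicate inhibition above about 25%, with every replicate also reaching it, limit read from the data, passing the limit was not always enough; inconclusive means only one of those two criteria met; inactive means neither criterion met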
Target sequence (Q15084 whole entry, looked up): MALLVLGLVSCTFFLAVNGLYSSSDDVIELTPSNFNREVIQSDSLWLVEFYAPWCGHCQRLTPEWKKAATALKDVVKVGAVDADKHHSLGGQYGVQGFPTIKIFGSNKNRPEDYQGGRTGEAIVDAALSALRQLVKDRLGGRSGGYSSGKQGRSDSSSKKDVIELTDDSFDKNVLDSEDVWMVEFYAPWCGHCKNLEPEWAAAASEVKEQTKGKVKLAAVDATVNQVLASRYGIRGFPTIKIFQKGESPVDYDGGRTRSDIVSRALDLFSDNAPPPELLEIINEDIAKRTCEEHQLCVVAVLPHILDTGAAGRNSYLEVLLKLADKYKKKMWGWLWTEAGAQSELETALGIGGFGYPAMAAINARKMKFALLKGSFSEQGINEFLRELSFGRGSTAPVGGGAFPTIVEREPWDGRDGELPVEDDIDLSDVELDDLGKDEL
esBAF inh – inhibitors of esBAF chromatin remodeling in mouse ES cells; Bmi1-luciferase knock-in reporter, 24 h; 100% = twice the neutral-well signal; reporter increase, % at 12.5 µM; actives 2% (n = 350,000); in the data active means activation above about 40%; inconclusive means no clear call, values can overlap the other calls;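 further: 0% = median of the plate's neutral control wells and 100% = double that signal; a rise in the Bmi1 reporter signal indicates esBAF inhibition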
RAD52 inh – RAD52 (human) annealing inhibition; P43351; recombinant RAD52 DNA annealing, FRET fluorescence; inhibition, % at 18.7 µM; actives 0.46% (n = 360,000); AID 651710;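 active means every replicate showing at least 50% inhibition; inconclusive means mean inhibition at least 50% but not in every replicate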
Active calls of the source: *; ? = inconclusive; · = no result given.

SMILES	RAD54 branch	PglD DTNB	CASP6 VEID inh	ARNT TACC3 PPI	E-sel inducer	ERp5 inh	esBAF inh	RAD52 inh
NC(=O)C1CCN(CCCNC2CC(=O)N(Cc3ccc(N4CCCC4=O)cc3)C2=O)CC1 (centres undefined)	-6.0	-1.1	-23.3	1.8	-0.1	2.7	-4.3	-7.1
Cc1ccccc1CC(=O)NCC1CCCCC1	-6.3	4.6	-2.7	-21.6	·	-0.6	20.3	-0.4
CN1/C(=C/C(=O)C2CCC2)Sc2ccccc21	·	·	-0.4	5.0	·	-1.5	·	-15.1
N#CC1(Nc2ccc3ccccc3c2)CCCC1	4.8	3.1	1.5	·	6.5	0.8	0.1	-10.2
CNc1nc(Cl)nc2c1ncn2-c1ccccc1	-4.9	1.6	-2.3	-0.6	-0.1	-1.8	16.6	-13.9
O=C(O)c1ccc(CSc2nnc(-c3ccc(Cl)cc3)o2)cc1	-4.4	-3.4	-0.2	-2.6	·	-1.5	-6.6	-12.0
CC12CCC(=O)C=C1CCC1C2CCC2(C)C(C(=O)CO)CC(O)C12 (centres undefined)	-6.5	1.0	-2.8	-0.5	-0.8	-7.4	-2.3	-7.5
N#CC1=C(N)C2=C(N3CCCCC3)CCCC2C1(C#N)C#N (centres undefined)	-14.9	4.4	·	16.7	·	·	-2.3	·
CCn1c(COc2ccccc2)nnc1SCC(=O)NCc1ccco1	·	·	-0.4	-16.2	·	-2.0	·	-3.6
COc1ccc(N2CCN(C(=O)C3CCN(S(=O)(=O)c4ccc5c(c4)oc(=O)n5C)CC3)CC2)cc1	-4.9	2.6	0.2	-6.1	·	0.0	-1.6	-1.0
O=C(Nc1c(F)cc(F)cc1Br)c1cc(-c2ccccc2)on1	-2.6	-3.9	-3.1	-3.3	0.1	5.4	12.6	-7.2
Cc1nc(C)n(C(Oc2ccc(Cl)cc2Cl)C(=O)C(C)(C)C)n1 (centres undefined)	-6.1	-2.3	1.1	-4.1	2.4	3.2	-0.4	1.4

For reference, part of the list above:
SMILES	RAD54 branch	PglD DTNB	CASP6 VEID inh	ARNT TACC3 PPI	E-sel inducer	ERp5 inh	esBAF inh	RAD52 inh
N#CC1(Nc2ccc3ccccc3c2)CCCC1	4.8	3.1	1.5	·	6.5	0.8	0.1	-10.2
CNc1nc(Cl)nc2c1ncn2-c1ccccc1	-4.9	1.6	-2.3	-0.6	-0.1	-1.8	16.6	-13.9
O=C(O)c1ccc(CSc2nnc(-c3ccc(Cl)cc3)o2)cc1	-4.4	-3.4	-0.2	-2.6	·	-1.5	-6.6	-12.0
CC12CCC(=O)C=C1CCC1C2CCC2(C)C(C(=O)CO)CC(O)C12 (centres undefined)	-6.5	1.0	-2.8	-0.5	-0.8	-7.4	-2.3	-7.5
N#CC1=C(N)C2=C(N3CCCCC3)CCCC2C1(C#N)C#N (centres undefined)	-14.9	4.4	·	16.7	·	·	-2.3	·
CCn1c(COc2ccccc2)nnc1SCC(=O)NCc1ccco1	·	·	-0.4	-16.2	·	-2.0	·	-3.6

Next part:
SMILES	RAD54 branch	PglD DTNB	CASP6 VEID inh	ARNT TACC3 PPI	E-sel inducer	ERp5 inh	esBAF inh	RAD52 inh
CCCCC(=O)Nc1cc(Cl)ccc1C(=O)O	2.0	1.1	1.5	-13.5	1.4	-0.3	-6.5	-10.5
NC(=O)c1c(NC(=O)c2ccc(F)cc2)sc2c1CCC2	8.4	0.3	1.3	-2.9	·	3.4	16.5	-46.7
O=C(CNC(=O)c1ccc(Br)cc1)NCC(=O)OCC(=O)c1ccc(F)cc1	3.7	-1.5	-2.1	23.3	4.8	-0.1	·	-2.7
CCCCNC(=O)[C@@](CC)(ONc1ccccc1C(F)(F)F)c1cccc2ccccc12	2.7	4.2	0.8	-0.4	-0.1	-0.4	-4.2	-4.8
C/C(=N\NC(=O)COc1ccccc1-c1ccccc1)c1ccccn1	-3.4	-0.6	1.9	8.8*	-0.1	-7.3	-19.4	-26.5
CNC(=S)Nc1cccc(C(=O)O)c1	0.8	2.3	20.9	6.5	·	-1.7	6.9	1.7
Cc1[nH]c2ccc(F)cc2c1CCN(Cc1cccnc1)C(=S)NC(C)(C)C	-1.4	-5.7	-6.7	1.8	·	7.7	0.5	-98.1
Cc1ccc(C(=O)N2Cc3ccccc3CC2C(=O)O)cc1 (centres undefined)	1.9	3.7	13.7	23.9	·	-7.3	5.9	-7.9
Cc1ccc(S(=O)(=O)Nc2ccc3c(c2)CC(=O)N([C@H](C)CO)C[C@H](C)[C@H](CN(C)CC2CC2)O3)cc1	-10.5	-0.1	-1.6	10.7	0.7	-2.4	3.4	11.2
O=C(CO/N=C/c1cccc([N+](=O)[O-])c1)NC1CCCCC1	0.4	7.3	-0.7	-0.2	2.0	5.6	·	-1.8
COc1ccc(SCCc2nnc(-c3ccccc3)o2)cc1	-15.7	9.2	-2.6	-1.4	-0.1	0.4	-0.3	4.2
CN1C(=O)c2cc(NC(=O)C3CC3)ccc2OC[C@H]2O[C@H](CC(=O)NCCN3CCCC3)CC[C@@H]21	2.1	1.2	-0.9	-5.8	-0.1	3.3	3.0	-7.6
O=C1NC(Cc2ccc(O)cc2)c2nc3cc(F)ccc3c(=O)n2-c2cc3ccccc3cc21 (centres undefined)	-6.1	-3.7	-1.0	·	0.2	-2.4	11.5	-3.3
COc1ccccc1NC(=O)COC(=O)CC(C)(C)CC1=NS(=O)(=O)c2ccccc2N1	-2.0	0.2	-1.2	0.9	·	6.3	10.1	-7.2
CCCCn1c(N)c(N(CC)C(=O)CSCc2c(C)noc2C)c(=O)[nH]c1=O	-8.0	7.2	0.6	-9.9	-0.1	-0.8	-0.1	-0.1
CC(C)(C)OC(=O)[C@H](Cc1ccccc1)NC(=O)c1nc[nH]c1C(=O)N1CCc2ccccc2C1	-3.4	-0.2	1.6	7.0	·	1.3	8.6	-11.4
O=C(Cn1cc([N+](=O)[O-])cn1)NC1CCCCCC1	-7.0	-1.1	-2.3	3.3	·	2.1	-10.7	-18.1
Cc1ccc(NC(=O)C2CCN(c3ncnc4sc(C)c(C)c34)CC2)cc1S(=O)(=O)N(C)C	0.7	-2.4	1.1	-3.0	0.3	-4.7	4.9	-1.5
COc1ccc(CCNS(=O)(=O)c2cc3c4c(c2)CCN4C(=O)CC3)cc1	·	·	3.9	·	0.0	14.4	·	-11.0
CCCc1c(O)nc(SC2CC(=O)N(c3cc(OC)ccc3OC)C2=O)[nH]c1=O (centres undefined)	-9.0	2.6	·	-4.1	·	·	-1.2	·
O=C1N/C(=C/c2ccc(N3CCOCC3)o2)C(=O)N1c1cccc(Cl)c1	·	·	-3.8	-2.5	0.3	-2.6	·	-31.2
CCOC(=O)C1CCCN(CCC(=O)Nc2ccc(F)c(F)c2)C1 (centres undefined)	4.0	-2.0	·	-1.3	·	·	5.3	·
COc1ccc(NC(=O)COc2nc3ccccc3nc2N2CCOCC2)c(OC)c1	·	·	1.3	-1.7	·	3.0	·	-8.4
CCOC(=O)Cn1c(=O)oc2cc(S(=O)(=O)N(C)c3cccc(C)c3)ccc21	·	·	0.6	1.6	3.4	-10.1	·	-88.6
O=C(NC1Cc2ccccc2C1)c1cc(COc2ccc(F)cc2Cl)on1	·	·	3.3	·	0.5	7.2	·	-8.0
O=C(NCc1ccc(F)cc1F)Nc1cnccc1C(F)(F)F	·	·	·	-7.3	0.4	1.9	-6.8	-2.7
O=C(NCc1ccccc1)C1CNCC(C(=O)NCc2ccccc2)C1 (centres undefined)	6.8	0.4	·	·	0.4	-0.5	·	-6.6
CCN1C(=O)c2cccc3c(S(=O)(=O)NCc4ccccc4)ccc1c23	-3.5	1.8	2.1	·	·	-8.7	-6.7	-4.1
COCC(=O)N1C[C@H](C)[C@H](OC)CN(C)C(=O)c2cc(NC(=O)c3cnccn3)ccc2OC[C@H]1C	-2.6	1.3	-4.3	-14.1	0.3	4.5	-4.7	0.5
Cc1ccc(CN(Cc2cccnc2)C(=O)CN2C(=O)COc3ccccc32)o1	-1.9	-0.8	1.9	1.8	·	-4.8	3.7	-26.7
O=C(NCc1ccncn1)[C@@H]1[C@@H](CO)[C@@H]2Cn3c(ccc(-c4cccc(F)c4)c3=O)[C@@H]2N1CC1CC1	-2.0	1.5	1.8	-6.6	-0.3	-0.5	-1.9	-15.8
Cc1nn(-c2ccccc2)c(C)c1CN	·	·	4.3	-4.5	·	-3.7	·	-17.0
CC(C)NC(=O)Nc1ccc2c(c1)C(=O)N([C@@H](C)CO)C[C@H](C)[C@@H](CN(C)Cc1ccc(C(=O)Nc3ccccc3N)cc1)O2	-2.2	3.7	-2.0	-3.1	?	-4.4	-4.2	-5.1
OC[C@H]1O[C@H](c2nc(-c3nc(-c4cccs4)no3)cs2)C[C@@H]1O	3.3	-0.7	0.9	·	0.0	2.6	-25.3	3.1
COc1ccc(S(=O)(=O)Nc2ccc(-c3ccc(N4CCCC4)nn3)cc2)cc1C	4.8	-2.5	2.1	0.6	-0.7	-1.7	·	-15.1
Cc1noc(C)c1NC(=O)N[C@H]1CC[C@H](CC(=O)Nc2ccc(-c3ccccc3)cc2)O[C@@H]1CO	-3.4	4.2	-0.5	-0.7	-0.1	0.1	6.2	6.2
CCC(=O)N1C[C@H](C)[C@@H](OC)CN(C)C(=O)c2ccc(NC(=O)COC)cc2OC[C@H]1C	4.0	-4.2	-1.1	-2.1	-0.3	-1.5	-1.0	0.4
Cc1ccc(CNC(=O)CCCC(=O)Nc2cc(C)on2)cc1	·	·	-7.8	-0.5	·	2.5	3.8	4.2
Nc1c(Cl)cnc(C(Cl)(Cl)Cl)c1Cl	·	·	-1.4	-3.0	12.2	-1.3	·	-4.9
C[C@@H]1CN([C@H](C)CO)C(=O)c2c(c3ccccc3n2C)-c2ccccc2CO[C@H]1CN(C)C(=O)CCN(C)C	3.5	4.2	-0.6	3.3	0.1	-1.6	6.2	56.6*
CCN(CC)S(=O)(=O)c1cccc(NC(=O)CCNC(=O)NC23CC4CC(CC(C4)C2)C3)c1	3.8	7.9	·	-3.8	·	·	-1.0	·
Cc1cccc(C)c1NC(=O)C1(C)CSCC(=O)N1CCc1ccc(O)cc1 (centres undefined)	·	·	2.3	·	-0.1	1.9	·	-1.9
O=C(C[C@H]1CC[C@@H]2[C@H](COC[C@@H](O)CN2C(=O)Nc2ccccc2)O1)NCc1ccncn1	1.8	-1.3	-1.8	-6.1	0.0	-1.5	-1.6	-5.9
CCOC(=O)N1CCN(CCC(=O)Nc2cc(C)ccc2OC)CC1	·	·	-3.4	-6.1	-0.1	-2.1	·	16.8
COc1cc(C2CC(c3c(C)cc(C)[nH]c3=O)=NN2c2ccccc2F)cc(OC)c1OC (centres undefined)	-32.9	-1.3	-1.8	-50.3	0.1	2.6	-5.8	-148.2
COc1ccc(/C=C(\NC(=O)c2ccco2)C(=O)N2CCCCC2)cc1	5.6	3.5	-3.3	-9.2	·	1.3	1.5	-4.9
Cc1cc(=O)[nH]c2cc(Cl)ccc12	7.5	-3.9	·	-3.6	·	·	-6.5	·
C/C(=N/NC(=O)CNC(=O)c1ccccc1)c1ccc(C)cc1	·	·	1.0	-2.8	·	3.6	-4.8	-3.4

Records above printed as active in RAD52 inh.
compound	PglD DTNB	CASP6 VEID inh	ARNT TACC3 PPI	ERp5 inh	esBAF inh	RAD52 inh
C[C@@H]1CN([C@H](C)CO)C(=O)c2c(c3ccccc3n2C)-c2ccccc2CO[C@H]1CN(C)C(=O)CCN(C)C	4.2	-0.6	3.3	-1.6	6.2	56.6*

Outcome played no part in choosing rows; overall some 3.2% were active at least once.
